Bioassay records: PubChem BioAssay, NMMLSC
Autofluor Jurkat: autofluorescence counter-screen for VLA-4 integrin assays; Jurkat cells, compound autofluorescence, flow cytometry; hits give high values; 1 = vehicle-only cell background; fluorescence ratio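 (tested at 10 µM compound in the well)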; hit rate 0.61% among 24,000; AID 576;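 active means fluorescence ratio above 2.44, which is 1 plus 3 SD of all ratios; inconclusive means signal too bright to measure linearly, ratio around 10 or more; inactive means fluorescence ratio below 2.44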;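 further: green fluorescence of cells measured with 488 nm excitation and 530 nm emission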
VLA-4 antagonist: inhibitors of LDV-FITC ligand binding to Mn2+-activated human VLA-4 integrin; Jurkat cells, LDV-FITC binding with Mn2+, flow cytometry; 100% = Mn2+-driven binding gain fully reversed; inhibition, % at 10 µM (by protocol); hit rate 0.2% among 24,000; AID 529;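 active means inhibition above 50%; inconclusive means compound itself fluorescent, judged against control cell fluorescence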;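 further: 0% = Mn2+ stimulated cells lacking compound and 100% = ligand binding without Mn2+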
Target sequence (P13612 whole entry, looked up): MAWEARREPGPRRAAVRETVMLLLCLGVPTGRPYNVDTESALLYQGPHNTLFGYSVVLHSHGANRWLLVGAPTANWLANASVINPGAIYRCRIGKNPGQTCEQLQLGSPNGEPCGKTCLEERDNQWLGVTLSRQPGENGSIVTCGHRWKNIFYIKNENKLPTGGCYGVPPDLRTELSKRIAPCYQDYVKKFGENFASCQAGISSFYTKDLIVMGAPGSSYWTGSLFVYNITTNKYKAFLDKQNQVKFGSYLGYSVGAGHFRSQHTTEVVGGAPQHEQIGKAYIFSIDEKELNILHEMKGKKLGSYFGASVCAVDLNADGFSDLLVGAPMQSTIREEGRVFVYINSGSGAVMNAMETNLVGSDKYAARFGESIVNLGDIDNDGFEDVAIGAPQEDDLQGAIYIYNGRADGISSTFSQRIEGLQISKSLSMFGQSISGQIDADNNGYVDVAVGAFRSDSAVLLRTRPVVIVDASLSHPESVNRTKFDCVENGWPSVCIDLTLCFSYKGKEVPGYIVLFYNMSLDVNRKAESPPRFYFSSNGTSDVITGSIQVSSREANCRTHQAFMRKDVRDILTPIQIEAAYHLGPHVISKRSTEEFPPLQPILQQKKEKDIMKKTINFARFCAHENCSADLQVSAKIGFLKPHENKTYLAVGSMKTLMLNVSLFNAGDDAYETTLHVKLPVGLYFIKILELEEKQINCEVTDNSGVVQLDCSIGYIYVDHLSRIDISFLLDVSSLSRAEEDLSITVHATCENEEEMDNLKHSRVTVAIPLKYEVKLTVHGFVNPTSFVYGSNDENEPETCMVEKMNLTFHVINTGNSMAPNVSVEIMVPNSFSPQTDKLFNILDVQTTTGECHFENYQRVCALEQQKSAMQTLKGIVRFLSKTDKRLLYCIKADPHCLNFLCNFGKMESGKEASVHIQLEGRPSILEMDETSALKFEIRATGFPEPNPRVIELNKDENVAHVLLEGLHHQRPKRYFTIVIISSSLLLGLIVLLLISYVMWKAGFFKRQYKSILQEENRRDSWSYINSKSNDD
Prostate diff: LNCaP prostate cell differentiation activation | flow cytometry side scatter, 4 d | side scatter shift, % at 10 µM | hit rate 0.56% among 24,000 | AID 795;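 active means side scatter shift above 30%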;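 further: androgen-responsive LNCaP prostate cancer cells in charcoal-stripped serum medium; percent of cells past a gate set so DMSO wells show 10% shift; higher shift means more granular cells and more differentiation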
VLA-4 agonist: allosterically activates the human VLA-4 integrin; P13612; Jurkat cells, LDV-FITC binding, flow cytometry; activation, % at 10 µM (by protocol); 24,000 tested, under 10 active;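 active means fluorescent ligand binding to cells raised by more than 40% of the manganese-induced maximum; inconclusive means compound's own fluorescence above 85% of the ligand control signal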;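 further: 0% = ligand binding without compound and 100% = manganese-stimulated maximal binding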
An asterisk follows results filed as active; u = inconclusive; x = no result given. These rows are one share of the data; rates above refer to the full screens.

SMILES	Autofluor Jurkat	VLA-4 antagonist	Prostate diff	VLA-4 agonist
CCOC(=O)c1c[nH]c2c3c(ccc2c1=O)CCCC3	1.1	u	7	u
CCOC(=O)N1CCC(Nc2c(N3CCN(c4cccc(C(F)(F)F)c4)CC3)c(=O)c2=O)CC1	1.1	6	4	2
O=C(CN1CCOCC1)N1CCCc2c1c(=O)oc1ccc(OCc3ccccc3)cc21	1.2	-12	11	-5
COc1ccc(CNC(=O)c2noc3c2CCCCC3)cc1	1.1	-4	11	-1
CCn1c(=O)n(CC(=O)N2CCN(c3ccccc3F)CC2)c(=O)c2ccccc21	1.1	2	9	-1
COc1cc(OC)c(NC(=O)CCc2nc(-c3cccs3)no2)cc1Cl	1.1	5	2	-3
O=C(O)CCc1ccc(-c2cccs2)n1NC(=O)c1ccccc1Br	1.1	6	9	3
COc1cccc(OCCOCCN(C)CCO)c1	1	-20	8	6
CCN=C(Nc1cccc(F)c1)SC1CC(=O)N(c2ccc(OC)cc2)C1=O (stereo not drawn)	1.1	14	3	-7
CC(=O)Nc1ccc(S(=O)(=O)NCC2CCC(C(=O)N3CCN(c4ccccn4)CC3)CC2)cc1 (stereo not drawn)	1.1	9	5	-5
OCCNc1ncnc2c1c(-c1ccccc1)c(-c1ccccc1)n2Cc1ccco1	1.1	-4	6	-11
CCCCNC(=O)CSc1nc2ccccc2c(=O)n1C1CCCC1	1.1	u	3	u
CCC(CO)Nc1ncnc2c1cnn2-c1ccc(Cl)cc1 (stereo not drawn)	1	1	8	1
CC(=O)c1c(N2CCCCC2)nc(=O)n(-c2ccccc2)c1C	1.2	-2	12	1
CCOc1ccccc1OCC(=O)Nc1nnc(COC)s1	1.1	-13	6	3
Cc1cc(=O)n2nc(N3CCC(C(=O)NCc4cccnc4)CC3)sc2n1	1.2	-9	9	-9
CCC1c2ccc(C)n2CCN1C(=O)Nc1ccccc1C(=O)OC (stereo not drawn)	1.7	u	12	u
Clc1ccc(Cc2nnc(-c3ccccc3Br)o2)cc1	1	0	13	-3
CCOC(=O)N1CCC(N2Cc3cccc(C(=O)NCc4ccc(C)cc4)c3C2=O)CC1	1.1	11	13	1
O=P(O)(O)c1ccccc1OCCCCCOc1ccccc1P(=O)(O)O	1.1	-14	6	-3
COc1cc(C2CC(=O)NC3=C2C(=O)CC(C)(C)C3)ccc1O (stereo not drawn)	1	-2	6	1
Brc1ccc(C2=Nn3c(nnc3-c3cccnc3)SC2)s1	1.1	4	7	5
CCOC(=O)N1CCC(NC(=O)CN2C(=O)CCSc3ccccc32)CC1	0.95	-6	8	2
Cc1cc(C)c2cc(CN(CC3CCCO3)C(=O)NC3CCCCC3)c(=O)[nH]c2c1 (stereo not drawn)	1	7	x	-9

Reformatted with values under each structure: part of the list above
Second line of a record – Autofluor Jurkat	VLA-4 antagonist	Prostate diff	VLA-4 agonist
O=P(O)(O)c1ccccc1OCCCCCOc1ccccc1P(=O)(O)O
→ 1.1	-14	6	-3
COc1cc(C2CC(=O)NC3=C2C(=O)CC(C)(C)C3)ccc1O (stereo not drawn)
→ 1	-2	6	1
Brc1ccc(C2=Nn3c(nnc3-c3cccnc3)SC2)s1
→ 1.1	4	7	5
CCOC(=O)N1CCC(NC(=O)CN2C(=O)CCSc3ccccc32)CC1
→ 0.95	-6	8	2

Additional structures
SMILES	Autofluor Jurkat	VLA-4 antagonist	Prostate diff	VLA-4 agonist
O=C(CCCn1c(=O)c2sccc2n(Cc2ccc(F)cc2)c1=O)NCc1ccco1	1	-11	16	7
COCCCn1c(=N)c(C(=O)NCC2CCCO2)cc2c(=O)n3cccc(C)c3nc21 (stereo not drawn)	1	6	13	4
CCCCCC(C)n1[nH]c(=O)c2c(C)cc(C)nc21 (stereo not drawn)	1	-20	9	7
Cc1ccc2cccc(SCC(=O)N3CCOCC3)c2n1	1.1	-12	3	-8
CCN1CCN(c2ncc(C(=O)Nc3cc(Cl)c(OC)cc3OC)c3ccccc23)CC1	1.1	13	x	2
Cn1c(=O)c2ccccc2n(Cc2ccccc2F)c1=O	1.1	-7	9	-12
COc1cc(OC)cc(-c2cc3nc(C)c(CCC(=O)O)c(C)n3n2)c1	1.1	-8	9	-5
CC(C(=O)NCC1CCCO1)n1cccc1C(=O)c1ccccc1 (stereo not drawn)	1	-10	2	-1
CCS(=O)(=O)N1CCCC(C(=O)NC2CCCCC2)C1 (stereo not drawn)	1	1	3	6
CC1CN(C(=O)CSc2nnc(-c3ccc(Cl)cc3)n2C)CC(C)O1 (stereo not drawn)	0.98	-11	14	-2
COc1ccc(-c2noc(CCC(=O)Nc3cc(OC)ccc3OC)n2)cc1	0.99	5	2	1
COC(=O)c1cc(Br)ccc1OC(=O)c1cccnc1	1	10	15	-4
O=C(NCc1ccc(Cl)cc1)c1noc2c1CCCCC2	1.1	4	8	-2
Fc1cc(Br)ccc1Nc1nc2ccccc2n2nnnc12	2.4	u	8	u
CCOC(=O)n1c(SCC(=O)N(CC)CC)nc2ccccc21	0.99	-12	12	6
CCCN(CCC)S(=O)(=O)c1ccc(C(=O)O)cc1	1.1	-16	2	3
COc1cc(C2N(c3cc(C)on3)C(=O)C3CCCN32)cc(OC)c1OC (stereo not drawn)	0.96	-35	10	-1
Clc1ccc(C2=Nn3c(nnc3-c3cccnc3)SC2)s1	1.2	u	2	u
O=C(c1cc(-c2ccc(Cl)c(Cl)c2)on1)N1CCN(c2ccccc2)CC1	1	-1	7	5
COc1ccc2nc(/N=C\N(C)C)sc2c1	0.9	18	5	6
CC(=O)N1CCCc2cc(S(=O)(=O)N(C)CCC#N)ccc21	1	-6	9	-4
CCOc1ccc(/C(O)=C2/C(=O)C(=O)N(Cc3cccnc3)C2c2ccc(N(C)C)cc2)c(C)c1 (stereo not drawn)	1.1	2	10	-4
Cc1ccc2oc(=O)c3cnn(CC(=O)N4CCN(c5ccccn5)CC4)c3c2c1	1.2	18	2	2
COc1cccc(-c2cc(C(=O)Nc3cnn(Cc4ccc(F)cc4)c3)no2)c1	1.1	18	21	1

Compound profiles (already shown).
Entry for CCOc1ccc(/C(O)=C2/C(=O)C(=O)N(Cc3cccnc3)C2c2ccc(N(C)C)cc2)c(C)c1 (stereo not drawn) → Autofluor Jurkat = 1.1; VLA-4 antagonist = 2; Prostate diff = 10; VLA-4 agonist = -4
Entry for CC(=O)N1CCCc2cc(S(=O)(=O)N(C)CCC#N)ccc21 → Autofluor Jurkat = 1; VLA-4 antagonist = -6; Prostate diff = 9; VLA-4 agonist = -4

(list continues)
SMILES	Autofluor Jurkat	VLA-4 antagonist	Prostate diff	VLA-4 agonist
CCOC(=O)c1c(C)c(C(=O)NCCCN2CCCC2=O)c(C)n1CC	1.1	-28	2	7
CCC(=O)Nc1cc(C)c(NC(=O)C23CC4CC(CC(C4)C2)C3)cn1	1.2	u	4	u
CSCC[C@@H](C(=O)Nc1ccc2c(c1)OCCO2)N1Cc2ccccc2C1=O	1	0	4	2
COc1cc(C2N=C(c3ccccc3)NO2)cc(Br)c1O (stereo not drawn)	1.1	-12	3	2
Cc1cc(C)n(-c2nncn2/N=C/c2ccccc2F)n1	1.1	-6	5	-2
COc1cccc2sc(Nc3nnc(-c4cccs4)o3)nc12	1.2	u	19	u
CN(C)c1ccc(C2C3C(=O)NC(=O)C3ON2c2ccc(Cl)cc2)cc1 (stereo not drawn)	1.1	-17	3	0
COCCNC(=O)c1ccc(CS(=O)(=O)c2ccc(C)cc2)o1	1.1	3	1	0
O=C1CC2(CCCCC2)Oc2ccc(O)cc21	1.1	u	2	u
CCCCN=C(N)/C(C(=O)OCC)=C(\O)c1ccc(OC)cc1	0.93	9	9	-11
COc1ccc(S(=O)(=O)Cc2ccc(C(=O)NCCCN(C)c3ccccc3)o2)cc1	1	-7	9	1
Cc1ccc(CCNC(=O)c2nnn(-c3cc(C)cc(C)c3)c2N)cc1	1.8	u	6	u
CN1CCN(Cc2c(O)ccc3c(=O)c(Oc4ccccc4Cl)c(C(F)(F)F)oc23)CC1	2.4	u	6	u
Cc1nc2ccc(S(=O)(=O)NCC(=O)N3CCCCC3)cc2s1	0.97	-7	9	1
CCN(CC(=O)Nc1ccc2c(c1)OCCO2)Cc1cc(=O)oc2cc(C)c(C)cc12	1.1	-2	13	-2
O=C(NCCN1CCOCC1)c1ccc(CS(=O)(=O)c2ccc(Br)cc2)o1	1	-6	8	3
COc1cccc(NC(=O)CSc2nccn2-c2cccc(OC)c2)c1	1	20	3	-13
CCOC(=O)c1[nH]c2ccc(OC)cc2c1NC(=O)CCN1CCC(C)CC1	1.1	-8	4	-2
CC12CCC(C(=O)O)(c3nc(C#N)c(C#N)nc31)C2(C)C (stereo not drawn)	0.99	-24	5	8
O=C(Cn1ccc2ccccc2c1=O)N1CCN(Cc2ccc3c(c2)OCO3)CC1	1.1	u	11	u
O=C(NCc1cccnc1)c1ccc(=O)oc1	1	-6	14	-2
CCOc1ccc2oc(-c3ccccc3)c(C(=O)N3CCN(CCO)CC3)c2c1	1.1	2	9	-4
COc1ccc(-n2nc3c(c2NC(=O)C2CC2)CS(=O)C3)cc1 (stereo not drawn)	0.92	2	3	-2
CS(=O)(=O)N1CCC(c2noc(-c3ccc(C(F)(F)F)cc3)n2)CC1	1.1	-19	11	-1
CCCS(=O)(=O)NCc1ccc2c(c1)cc(C)n2C	1.1	23	8	-2
O=C(O)[C@@H]1CCCN1c1ncnc2sc3c(c12)CCC3	1.1	-8	4	1
COc1cc2[nH]c(=O)n(CCC(=O)NC3CCN(Cc4ccccc4)CC3)c(=O)c2cc1OC	1	11	2	-2
CCOC(=O)CSc1cc(=O)n(C)c2cc(Cl)ccc12	1.1	5	2	-2
C=C(C)COc1ccc(-c2nc(N)ncc2Oc2ccccc2OCC)c(O)c1	1	-3	3	-3
O=S(=O)(c1cc(Cl)ccc1Cl)N1CCN(Cc2ccc3c(c2)OCO3)CC1	1	-7	1	-1
CS(=O)(=O)N1CCCC(C(=O)NC2CCCCCCC2)C1 (stereo not drawn)	1	3	12	-4
O=C(CCNS(=O)(=O)c1ccc(Br)s1)N1CCCCC1	1.1	-16	19	2
Nc1nc(SCCOc2ccccc2)n[nH]1	1.1	-16	29	5
Cn1c(=O)[nH]c(=O)c2c1nc(CN1CCN(c3ccc(F)cc3)CC1)n2CCc1ccccc1	1.1	17	5	-7
CCOC(=O)Cc1c(C)c2c(O)cc(O)cc2oc1=O	1	-12	6	-2
CCOC(=O)c1c(C)[nH]c(C(=O)COC(=O)c2ccc(F)c(S(=O)(=O)N3CCOCC3)c2)c1C	1.1	-4	3	-5
CCOC(=O)N1CCC(NC(=O)CCC(=O)N2CCOc3ccc(C)cc32)CC1	1	-2	7	2
Cn1c(=O)cc(OCCCC(=O)NCCN2CCN(c3ccccc3F)CC2)c2ccccc21	1.1	6	5	0
CC(=O)Nc1ccc(S(=O)(=O)n2nc(C)cc2C)cc1	1.1	-21	11	0
COc1cccc(C2=NOC(C(=O)NCc3ccccn3)C2)c1 (stereo not drawn)	1	10	8	1
COc1ccccc1NC(=O)CC(NCc1ccccc1)C(=O)O (stereo not drawn)	0.95	-11	12	2
Cc1ccc(S(=O)(=O)c2c(C)nn(C(C)(C)C)c2OC(=O)c2cccs2)cc1	0.96	1	4	3
COc1cc(C2=NOC(C(=O)NCc3ccco3)C2)cc(OC)c1OC (stereo not drawn)	0.98	12	11	-2
CCN(CC)CCCNC(=O)Cn1cc2c(n1)CCC(C)C2 (stereo not drawn)	1	-7	11	0
COc1ccccc1-c1cc(N)n[nH]1	0.98	-24	9	4
CCNC(=O)c1ccccc1NC(=O)c1cccc(S(=O)(=O)N2CCC(C)CC2)c1	1.2	3	4	-2
Cc1cc(-n2c(SCC(=O)NCc3cccs3)nc3n[nH]c(C)c3c2=N)ccc1Cl	1.2	u	11	u
COc1cc(SC)ccc1C(=O)Nc1ccon1	1.1	-22	10	2
Cn1nc(-c2ccc(Cl)cc2)c2cc(C(=O)N3CCN(c4ccccc4)CC3)sc21	1.1	2	3	-7
Cc1ccc(S(=O)(=O)N2CCN(C(=O)CSc3nnnn3C)C2)cc1	1.1	-9	8	2
C=CCSc1nnc(-c2ccccc2NC(C)=O)c(=O)[nH]1	1	u	10	u
CCc1ccc(NC(=O)Nc2cccs2)cc1	1.1	11	2	-6
COc1ccc(C)cc1NC(=O)CN(C)S(=O)(=O)c1cccs1	1.2	14	10	-4
Cc1ccc2c(c1)NC(=O)C(CC(=O)Nc1ccc(CN3CCC(C)CC3)cc1)O2 (stereo not drawn)	1.1	u	0	u
Cc1noc(C)c1CSc1nnc2scc(-c3ccccc3)n12	0.94	-19	4	0
CCOc1ccc(-n2c(SCC(=O)NCc3ccco3)nc3c([nH]c4ccccc43)c2=O)cc1	1	-7	6	0
COc1cc2[nH]c(=O)n(CCCCCC(=O)N3CCN(c4ccccn4)CC3)c(=O)c2cc1OC	1.1	-4	6	-5
CCOC(=O)c1ccccc1NC1CC(=O)N(c2ccccc2C)C1=O (stereo not drawn)	1.1	-4	12	0
Cn1cc(Cl)c(C(=O)NC2CCCC2)n1	1	-3	8	2
O=C(CCNC(=O)Cn1ccc2ccccc2c1=O)NCCN1CCc2ccccc2C1	1	-23	9	3
